Bioassay records (PubChem)
LYPLA1 counter – blocks human lysophospholipase 1, a PME1 counter-screen; AID 2174; O75608; recombinant LYPLA1, FP-Rh probe fluorescence polarization; actives 0.16% (n = 320,000); inhibition, % at 5.9 µM;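 active means inhibition above the mean of all tested compounds plus 3 SD, set per campaign, cut at about 14% in these data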;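 further: inhibitors block serine hydrolase probe labeling of LYPLA1 so polarization falls; 0% = enzyme with DMSO and 100% = wells lacking LYPLA1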
Target sequence (O75608 whole entry, looked up): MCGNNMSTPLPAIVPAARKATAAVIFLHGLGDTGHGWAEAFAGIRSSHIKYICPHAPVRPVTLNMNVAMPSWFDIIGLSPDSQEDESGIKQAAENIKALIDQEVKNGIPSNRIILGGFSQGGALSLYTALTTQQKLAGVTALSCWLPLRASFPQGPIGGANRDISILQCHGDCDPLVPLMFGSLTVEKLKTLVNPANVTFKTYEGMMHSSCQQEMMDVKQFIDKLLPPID
PAD4 inh – PAD4 (human) enzyme inhibition. recombinant PAD4, RCA probe fluorescence polarization. inhibition, % at 6.36 µM. actives 0.41% (n = 330,000). AID 485272;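 active means percent inhibition above a cutoff equal to the mean of all tested compounds plus 3 SD, cut at about 15% in these data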;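 further: 0% = PAD4 with RCA probe and DMSO and 100% = probe without PAD4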
PAFAH2 FP inh – PAFAH2 (human) inhibition; actives 0.99% (n = 340,000); AID 492956; Q99487; recombinant PAFAH2, FP-rhodamine activity probe, fluorescence polarization; inhibition, % at 3.39 µM;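 active means inhibition above the mean over all tested compounds plus 3 SD, cut at about 30% in these data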;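 further: inhibitors block probe labeling of enzyme so polarization drops; 0% = enzyme with DMSO and 100% = wells lacking PAFAH2 protein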
PAFAH1B2 FP inh – inhibitors of human PAFAH1B2; P68402; recombinant PAFAH1B2, FP-rhodamine activity probe, fluorescence polarization; inhibition, % at 3.39 µM; actives 1.2% (n = 340,000); AID 492953;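 active means inhibition above the mean of all tested compounds plus 3 SD, cut at about 24% in these data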;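 further: 0% = enzyme with DMSO and 100% = wells lacking PAFAH1B2; many of its hits are not listed in these tables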
Target sequence (P68402 whole entry, looked up): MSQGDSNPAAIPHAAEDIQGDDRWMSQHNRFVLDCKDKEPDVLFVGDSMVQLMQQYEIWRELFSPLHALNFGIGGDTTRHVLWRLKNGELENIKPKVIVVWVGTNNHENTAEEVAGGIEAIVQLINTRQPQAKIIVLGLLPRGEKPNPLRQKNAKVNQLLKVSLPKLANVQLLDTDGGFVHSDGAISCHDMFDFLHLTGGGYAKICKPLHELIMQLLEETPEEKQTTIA
GSTO1 counter – counter-screen for RBBP9 inhibitors: inhibitors of human GSTO1. P78417. recombinant GSTO1, activity-based probe fluorescence polarization. inhibition, % at 5.96 µM. actives 1.1% (n = 300,000);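 active means inhibition above the campaign mean inhibition plus 3 SD, cut at about 35% in these data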;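 further: 0% = GSTO1-1 with DMSO and 100% = wells lacking GSTO1-1 enzyme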
pPAFAH FP inh – inhibitors of human plasma PAF acetylhydrolase (pPAFAH); Q13093; recombinant pPAFAH, FP-rhodamine probe fluorescence polarization; inhibition, % at 3.39 µM; actives 1.5% (n = 330,000); AID 463082;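 active means inhibition above the mean inhibition across the screen plus 3 SD, cut at about 25% in these data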;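 further: inhibitors block binding of the rhodamine activity-based probe so polarization drops; 0% = enzyme with DMSO and 100% = wells lacking pPAFAH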
PME-1 inh – PME-1 (human) inhibition | Q9Y570 | recombinant PME-1, FP-Rh probe fluorescence polarization | inhibition, % at 5.9 µM | actives 0.53% (n = 320,000);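 active means inhibition above the campaign mean of all compounds plus 3 SD, cut at about 26% in these data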;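 further: competitive labeling of PME-1 active site by serine hydrolase directed probe; 0% = PME-1 with DMSO and 100% = wells lacking PME-1 enzyme; inhibitors block probe labeling so polarization falls and inhibition rises; many of its hits are not listed in these tables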
PAFAH1B3 inh – inhibitors of human PAFAH1B3. AID 492972. recombinant PAFAH1B3, FP-rhodamine probe, fluorescence polarization. actives 0.28% (n = 340,000). inhibition, % at 3.39 µM. Q15102;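 active means inhibition above the screen-wide average of all tested compounds plus 3 SD, cut at about 25% in these data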;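 further: 0% = enzyme with DMSO only and 100% = wells lacking PAFAH1B3 protein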
Target sequence (Q15102 whole entry, looked up): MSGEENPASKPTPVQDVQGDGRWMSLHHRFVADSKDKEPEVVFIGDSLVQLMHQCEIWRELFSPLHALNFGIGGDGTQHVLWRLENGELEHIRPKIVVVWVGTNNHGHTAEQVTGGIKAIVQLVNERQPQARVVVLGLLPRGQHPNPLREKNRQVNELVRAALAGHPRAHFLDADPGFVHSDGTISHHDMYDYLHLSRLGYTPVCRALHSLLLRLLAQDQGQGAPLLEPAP
LYPLA2 inh – counter-screen for PME1 inhibitors: inhibitors of human LYPLA2; AID 2177; inhibition, % at 5.9 µM; O95372; actives 0.38% (n = 320,000); recombinant LYPLA2, FP-Rh probe fluorescence polarization;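 active means inhibition above the screen-wide mean plus 3 SD, limit set per campaign, cut at about 26% in these data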;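 further: 0% = LYPLA2 with DMSO and 100% = wells lacking LYPLA2 enzyme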
Target sequence (O95372 whole entry, looked up): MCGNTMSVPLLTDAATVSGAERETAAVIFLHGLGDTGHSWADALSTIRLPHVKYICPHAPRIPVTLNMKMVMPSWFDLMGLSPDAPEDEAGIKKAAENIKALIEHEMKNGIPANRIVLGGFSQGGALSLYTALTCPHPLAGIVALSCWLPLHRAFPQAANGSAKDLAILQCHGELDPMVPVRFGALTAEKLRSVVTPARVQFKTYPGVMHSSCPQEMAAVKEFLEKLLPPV
An asterisk follows results filed as active; nt = not tested or not shown.

SMILES,PME-1 inh,PAFAH1B2 FP inh,PAFAH2 FP inh,LYPLA1 counter,PAFAH1B3 inh,GSTO1 counter,pPAFAH FP inh,LYPLA2 inh,PAD4 inh
Fc1ccc(CNc2nc3ccccc3n3cnnc23)cc1,-6,5,4,-6,-3,-6,-13,-2,-6
Cc1ccc(C(=O)Nc2ccccc2OC(F)F)cc1,1,0,5,-3,3,3,1,1,0
CCCCNC(=S)Nc1ccccc1F,0,-2,-3,2,-1,6,0,8,3
CCc1nn(CCCC(=O)N2CCN(c3ccc(OC)cc3)CC2)c(=O)c2cc3occc3n12,6,-2,2,3,-1,1,2,23,-1
COc1ccccc1NC(=O)N1CCCC1C(=O)NCc1ccc2c(c1)OCO2 (stereo not given),-7,3,5,2,2,-2,0,3,-1
CCCCNc1nnc(CCn2nc(C)c(Br)c2C)s1,-8,-1,10,-2,-5,1,-2,0,2
O=C(CC1C(=O)NCCN1C(=O)Nc1ccccc1)Nc1cc(Cl)cc(Cl)c1 (stereo not given),2,3,-2,-9,-4,-5,7,-9,-5
CCC1Sc2ccc(S(=O)(=O)CCC(=O)NC3CCCCCC3)cc2NC1=O (stereo not given),-5,-1,-3,-6,5,1,4,8,5
COc1ccc(C)cc1NC(=O)c1ccccc1N(C)S(=O)(=O)c1ccccc1,2,-1,3,-3,-2,1,-2,3,-4
C/C(=N\NC(=S)NCCc1ccccc1)c1cccs1,2,0,-2,-5,4,3,3,-7,-2
COc1cc(NC(=O)c2c(F)c(F)c(F)c(F)c2F)c(OC)cc1Cl,-2,3,-8,1,1,0,1,8,1
COC(=O)c1c(N2C(=O)[C@H]3[C@@H](C2=O)[C@]2(C(=O)Nc4ccccc42)N2CCC[C@@H]32)sc(C)c1C,0,nt,nt,-2,nt,-7,-2,1,-4
Cc1cccc(C)c1NC(=O)CSc1nc(N2CCOCC2)nc(N2CCOCC2)n1,2,7,3,2,0,2,3,2,3
CC(=O)/C=C/c1ccccc1O,6,-1,4,-3,1,4,0,1,-3
CCCCN(C(=O)C1CCCC1)c1c(N)n(CC(C)C)c(=O)[nH]c1=O,1,-1,-1,1,3,nt,-5,4,-2
CCCN(CC(=O)Nc1ccccc1C)C(=O)Cc1coc2cc(C)ccc12,-6,4,0,-4,-1,-2,2,-2,2
Cc1ccc(S(=O)(=O)Oc2ccc(/C=N/N=C3/NC(=O)C(CC(=O)O)S3)cc2)cc1[N+](=O)[O-] (stereo not given),7,1,-2,3,0,18,13,0,1
Nc1cccc(/C=C/C(=O)O)c1,-3,4,-5,-1,1,7,2,-5,-4
O=c1cc(CN2CCN(c3cccc(C(F)(F)F)c3)CC2)nc2sccn12,-2,nt,nt,1,nt,18,2,-4,-3
COc1ccc(S(=O)(=O)N2CC(=O)Nc3ccccc32)cc1C,4,1,2,8,-3,4,3,8,3
Cn1cc2cc([N+](=O)[O-])ccc2n1,3,1,3,-3,-4,3,1,-2,-2
COc1ccc(CC(=O)OCn2nnc3ccccc3c2=O)cc1,-3,7,7,2,3,-1,3,7,-4
COC(=O)CSc1nc(C)c2ccc(OC)cc2n1,0,1,5,0,-2,10,-2,-2,-1
CCOc1ccc(-c2c(C(=O)N/N=C/c3cccc(Br)c3)nnn2-c2nonc2N)cc1,-26,-6,-9,-11,-5,-2,-5,-19,1
CCCC(=O)Nc1nn(C)c2nc3ccc(C)cc3cc12,-8,4,-3,-6,13,13,-1,-4,-4
CC(O)CNc1nc2sc3c(c2c(=O)n1CCc1ccccc1)CCCCC3 (stereo not given),5,2,3,-4,-2,-3,2,-4,4
CC(CC#CCN1CCOCC1)OCCC#N (stereo not given),1,1,-4,1,10,-4,-3,7,1
Cc1c(Cl)cnc(NC(=O)COC(=O)C2CC2)c1Cl,nt,5,44*,nt,6,nt,18,nt,2
Cc1ccc(-c2nc(N)nc(N)n2)c(C)c1,-5,6,-1,-3,2,5,5,-8,1
COC(=O)c1ccc(S(=O)(=O)N2CCC(C(N)=O)CC2)n1C,-3,2,6,-2,1,6,6,0,0
O=C(CN1C(=O)c2cccc3cccc(c23)C1=O)N1CCOCC1,-3,3,-8,3,0,4,0,6,-4
O=C(CNC(=O)c1ccccc1)OCc1cc(=O)n2cc(Br)ccc2n1,6,-2,2,0,8,1,-6,-3,-5
COc1cc(-c2noc(C)c2C(=O)NCCc2c[nH]c3ccccc23)cc(OC)c1OC,2,2,-3,0,2,2,1,-1,2
O=C(Nc1ccc([N+](=O)[O-])cn1)c1ccc(Br)o1,2,3,-1,0,1,0,3,-11,0
Cn1cccc1/C=N/NC(=O)C12CC3CC(CC(C3)C1)C2,3,6,1,5,-5,1,6,-4,-2
CCCCn1c(N)c(N(CCOC)C(=O)CCNC(=O)c2ccc(Br)cc2)c(=O)[nH]c1=O,1,-3,5,2,3,7,0,3,3
Cc1nc2ccc(NC(=S)NCc3ccccc3)cc2nc1C,4,0,3,-1,-5,4,-2,-7,1
C=C1c2cc(OC)ccc2NC(=O)N1CC,-5,6,5,-6,12,-3,4,1,0
Clc1ccccc1CSc1nnc([C@@H]2CCCN2)o1,0,7,7,-5,0,4,2,-11,4
CCOc1nc2cnccc2n(CC(=O)Nc2ccccc2F)c1=O,1,4,-4,2,6,-5,5,1,3
COc1ccc(/C=C(\NC(=O)c2cccs2)C(=O)Nc2cccc3ccccc23)cc1OC,-6,0,-4,-5,-3,2,5,-5,-4
O=C(c1ccc(Oc2ccccc2)cc1)C1CCCN(C(=O)c2cnccn2)C1 (stereo not given),3,9,4,2,6,-8,13,15,-3
Cc1ccc(S(=O)(=O)N2CCN(C(=O)c3ccc(-n4cncn4)c([N+](=O)[O-])c3)CC2)cc1,4,2,-6,3,5,6,5,5,2
NC(=O)NC(=O)CN1c2cccc3cccc(c23)S1(=O)=O,6,6,5,-5,-5,8,1,-4,-1
O=C(CNC(=O)c1cccnc1)N/N=C/c1cccnc1,1,5,6,1,5,0,3,4,-1
COC(=O)C1=C(C)N(CCCC(=O)O)C(=O)NC1c1ccc(C(F)(F)F)cc1 (stereo not given),1,8,-5,-4,7,8,5,-8,2
Cc1ccc(/C=N/n2cnc3sc(C)c(C)c3c2=O)o1,-2,5,5,1,-1,3,2,-2,1
N#Cc1ccccc1S(=O)(=O)Nc1ccc2c(c1)OCCO2,8,6,7,-1,7,2,3,4,-6
CN(C)S(=O)(=O)c1cccc(NC(=O)c2cncc(Br)c2)c1,14,0,6,-2,0,1,-3,-3,3
COCCC(=O)N1CCC(Oc2ccc(C(=O)NCc3csc(C)n3)cc2)CC1,-2,3,-1,2,0,6,4,0,0
CC(C)(C)NC(=O)CCc1ncc(C(F)(F)F)cc1Cl,2,-3,-1,2,6,-7,2,-5,-3
Cn1c(=O)n(Cc2ccco2)c(=N)c2c3c(sc21)CCCC3,2,8,12,1,3,6,1,2,-7
c1ccc(-c2nnc3ccc(N4CCC5(CC4)OCCO5)nn23)cc1,9,4,3,3,13,-4,1,7,2
CCn1nc(NC(=O)C2CCCO2)c2cc3cc(C)ccc3nc21 (stereo not given),8,-4,-5,-1,-15,5,-3,-1,6
COc1cc(OC)c(NC(=O)CCNS(=O)(=O)c2ccc3c(c2)CC(C)N3C(C)=O)cc1Cl (stereo not given),-11,5,-1,-9,9,9,0,-6,0
COc1ccc(S(=O)(=O)NCCC(=O)N2CCCN(C)CC2)cc1,-1,3,7,-1,6,nt,1,3,1
Cn1c(=O)c(C(=O)NCCc2ccc(Cl)cc2)c(O)c2ccccc21,-7,-1,-6,-3,7,2,-4,-3,0
O=C(COC(=O)COc1ccc2c(c1)CCC2)Nc1ccccc1C(F)(F)F,nt,5,-1,nt,-2,nt,11,nt,0
COc1ccc(CSCC(=O)Nc2ccc(S(=O)(=O)N3CCCCCC3)cc2)cc1,-10,7,-7,-10,-2,-8,-1,-7,-1
O=C(CSC(=S)N1CCCCC1)Nc1ncc2c(n1)CCCC2=O,-1,-3,3,-1,2,6,0,4,1

Later entries:
SMILES,PME-1 inh,PAFAH1B2 FP inh,PAFAH2 FP inh,LYPLA1 counter,PAFAH1B3 inh,GSTO1 counter,pPAFAH FP inh,LYPLA2 inh,PAD4 inh
N#Cc1nc(-c2ccco2)oc1N1CCN(Cc2ccccc2)CC1,-9,2,4,-1,12,6,-1,1,0
Cc1nc2ccc(NC(=O)COc3ccccc3F)cc2s1,-2,3,1,2,0,-5,1,6,1
Cc1cccc(C(=O)NNC(=O)c2ccc(NS(=O)(=O)c3cccs3)cc2)c1C,1,0,4,2,13,nt,0,0,-1
O=C(N/N=C/c1cc(Br)cs1)c1ccccc1[N+](=O)[O-],-5,3,0,0,-4,-5,-9,-8,-2
Cn1c(=O)[nH]c(=O)c2c1nc(N1CCCC1)n2CCO,3,-6,-9,1,7,5,7,-2,-3
O=C(Nc1c2c(nn1-c1ccccc1)CSC2)c1ccc(N2C(=O)CCC2=O)cc1,5,0,-1,2,-1,-7,0,1,-1
CC(=O)NNC(=S)NC(=O)c1cccc([N+](=O)[O-])c1,-6,3,-5,-4,10,2,1,-7,7
COc1ccccc1CCNC(=O)CC1C(=O)NCCN1CCCc1ccccc1 (stereo not given),7,21,4,2,5,9,4,1,-1
Cc1ccccc1-n1ncc2c1CC(C)(C)CC2NC(=O)CCN1CCCCC1=O (stereo not given),-4,2,2,3,-1,-3,5,-4,-1
Cc1nc([N+](=O)[O-])cn1CC(=O)Nc1ccc(Cl)cc1,-5,5,1,-2,8,2,2,36*,-2
C/C(CC(=O)Nc1ccccn1)=N\NC(=O)C(=O)Nc1cccc(Cl)c1C,-5,1,-4,3,0,1,16,3,-4
O=C(c1ccc(F)cc1)N1CCC(O)(c2cccnc2)CC1,-3,4,-3,-2,3,-6,7,-4,-3
CC(=O)NC(=S)NNC(=O)COc1ccc([N+](=O)[O-])cc1,1,4,-1,2,8,3,6,7,-7
O=S(=O)(NCCOc1ccccc1F)c1ccc(Cl)cc1F,nt,5,-3,nt,2,nt,15,nt,-5
N#CCN1C(=O)C(=O)N(Cc2cccc(C(F)(F)F)c2)C1=O,2,6,-4,5,9,1,7,2,-2
O=C(c1ccc(F)cc1)N1CCN(C(=O)c2cccnc2)CC1,1,1,-2,0,8,2,-1,0,3
COc1ccc(CNC(=O)C2CCCC2)cc1,2,8,5,2,11,1,0,-3,0
NC(=O)[C@@H]1CCCCNc2c(F)cc([N+](=O)[O-])cc2C(=O)N[C@@H](CC(=O)O)C(=O)N[C@@H](CCC(=O)O)C(=O)N1,-2,-5,-3,-2,3,1,-9,-3,-11
O=C(Cc1ccccc1F)NC1CCSc2ccccc21 (stereo not given),1,5,-4,-3,0,1,0,-7,-3
CCCCNC(=O)COn1nnc2ccc(S(=O)(=O)N3CCOCC3)cc21,-2,9,0,-1,4,-2,4,-7,1

A portion of the library, so the mix of outcomes need not match the whole.
